# DENV2 CPE rescue: inhibitors of DENV2 cytopathic effect; DENV2-infected cells, cytopathic effect rescue, plate reader; CPE inhibition, % at 9.99 µM; 350,000 compounds, 1.7% hits; AID 651640; in the data active = CPE inhibition above about 20%, passing the limit was not always enough; inconclusive = no clear call, values can overlap the other calls; tested in BHK-21 cells;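 also: 0% = median of neutral control wells and 100% = median of positive control wells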
# ERp5 inh: inhibitors of human ERp5. Q15084. ERp5 insulin aggregation, absorbance 650 nm, 90 min. inhibition, % at 9.99 µM. 350,000 compounds, 0.05% hits. AID 651711;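 active = mean replicate inhibition above about 25%, with every replicate also reaching it, limit read from the data, passing the limit was not always enough; inconclusive = only one of those two criteria met; inactive = neither criterion met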
# Target sequence (Q15084 whole entry, looked up): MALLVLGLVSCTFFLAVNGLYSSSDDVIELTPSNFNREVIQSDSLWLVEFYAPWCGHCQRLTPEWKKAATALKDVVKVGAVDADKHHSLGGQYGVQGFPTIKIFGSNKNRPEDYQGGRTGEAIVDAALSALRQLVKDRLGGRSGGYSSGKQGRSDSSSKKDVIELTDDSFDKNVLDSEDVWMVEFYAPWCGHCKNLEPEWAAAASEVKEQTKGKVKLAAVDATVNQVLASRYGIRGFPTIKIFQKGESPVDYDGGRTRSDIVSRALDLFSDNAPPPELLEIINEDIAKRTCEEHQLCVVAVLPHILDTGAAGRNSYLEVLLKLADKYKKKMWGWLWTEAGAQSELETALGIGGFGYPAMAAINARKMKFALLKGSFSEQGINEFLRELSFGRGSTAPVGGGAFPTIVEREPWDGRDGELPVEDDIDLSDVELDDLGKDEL
# CFTR F508del cor: correctors of CFTR F508del function in bronchial epithelial cells | CFBE cells, YFP halide quenching; stimulated with forskolin plus potentiator P3; % fluorescence drop versus neutral controls | activity (quench increase), % at 7.58 µM | 350,000 compounds, 0.36% hits | AID 720511;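 active = mean added fluorescence quench of at least 8% versus neutral control, with both replicates also reaching 8%; inconclusive = only one of the mean or replicate conditions met; inactive = mean below 8% and not both replicates reaching 8%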;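 also: cells transiently co-express mutant CFTR-F508del with the halide-sensitive YFP; corrector assay measuring rescue of mutant channel to the surface after 24 h compound exposure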
# PAX8 reporter: PAX8 transcriptional activity inhibition; 360,000 compounds, 1.2% hits; inhibition, % at 12.6 µM; AID 652154; RMG-I TPO-luciferase reporter, SteadyGlo, 24 h;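 active = mean replicate inhibition at least 60% with every replicate also reaching 60%; inconclusive = only one of the two criteria is met; inactive = mean below 60% and not all replicates reaching 60%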;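 also: luciferase light reporting Pax8 driven TPO promoter activity; plate controls were median of neutral control wells for no effect and mitoxantrone controls for full effect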
# ARNT-TACC3 inh: ARNT/TACC3 interaction disruption; 390,000 compounds, 0.66% hits; Q9Y6A5; inhibition, % at 9.99 µM; AlphaScreen His-ARNT PAS-B/GST-TACC3 binding, luminescence; TACC3 fragment carries E629A point mutation; AID 623870;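 active = mean inhibition of replicates at least 50% and at least half of replicates each reaching 50%; inconclusive = half or more replicates reach 50% but mean below 50%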;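 also: 0% = complete ARNT plus TACC3 wells and 100% = ARNT alone without TACC3; many hits fall short of the cut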
# GSIS activator: primary screen for activators of insulin secretion dependent on glucose, INS-1E cells, GLuc reporter luminescence. INS-1E GLuc reporter insulin secretion, 2-3 h. 370,000 compounds, 0.61% hits. activation, % at 16.6 µM;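 active = lowest replicate activation of at least 40%, so every replicate reaches that level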;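 also: 0% = median of neutral control wells and 100% = median of IBMX positive control wells; some compounds called inactive have numbers as strong as hits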
# XiGFP reactiv: reactivates the inactive X chromosome in mouse fibroblasts | XiGFP mouse fibroblasts, % GFP-positive cells imaging, 3 d; cells co-treated with 5-aza-dC sensitizer; scaled so ellipticine positive control = 100% | activation, % at 7.58 µM | 360,000 compounds, 0.055% hits;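 active = mean normalized replicate activation at least 10% and every replicate at or above 10%; inconclusive = only one of the two criteria met; inactive = mean below 10% and not all replicates reach 10%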;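 also: 0% = median of on-plate neutral control wells and 100% = ellipticine 6 µM median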
#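 System: 68-5-11 XiGFP fibroblast line; Timing: 3 days compound exposure; Compound dosing: one concentration, pinned; Benchmarks: positive control ellipticine, 6 µM final; Buffer or medium: DMEM containing 5-aza-dC.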
# EWS-Fli block: blocks EWS/Fli oncoprotein-driven transcription; A673 NR0B1-luciferase reporter, viability-normalised; inhibition, % at 12.6 µM; 350,000 compounds, 0.67% hits;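 active = mean inhibition of at least 50% after viability correction, with every replicate also passing that limit; inconclusive = mean reaches 50% but only one of two replicates passes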;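 also: firefly luciferase signal divided by Alamar Blue viability fluorescence both relative to DMSO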
# Numbers without * were called inactive; ? = inconclusive; / = not tested or not shown; & = joins results of further samples. Compounds were not picked by outcome; about 4.2% have a hit in one of these screens.
SMILES,DENV2 CPE rescue,ERp5 inh,CFTR F508del cor,PAX8 reporter,ARNT-TACC3 inh,GSIS activator,XiGFP reactiv,EWS-Fli block
CCOCCCn1c(SCC(=O)N(C)C2CCS(=O)(=O)C2)nc2ccccc2c1=O (stereo not drawn),-3.9,-0.2,0.5,-2.0,-2.4,26.8,0.0,-0.1
C[C@H]1CN([C@@H](C)CO)S(=O)(=O)c2ccc(C3=CCCC3)cc2O[C@@H]1CN(C)Cc1cccc(C(=O)O)c1,9.5,1.3,3.3,20.9,-0.8,/,/,-3.3
O=S(=O)(O)c1ccc2c(c1)C(C(Cl)(Cl)Cl)OC(C(Cl)(Cl)Cl)O2 (stereo not drawn),?,-5.0,-1.1,2.8,-18.2,-1.8,0.1,6.9
CN(C)/C=C/C(=O)c1ccc(-c2ccc(Cl)cc2Cl)o1,-1.7,-2.3,6.7,-39.3,-2.3,15.7,0.0,-109.4
C/C=C/c1ccc([C@@H]2[C@@H](CO)N3C(=O)CN(S(=O)(=O)c4ccccc4)C[C@H]23)cc1,-4.4,3.6,-0.4,/,/,4.5,0.2,-3.8
Cc1ccc(-c2ccc3c(c2)O[C@@H](CN(C)CC2CCCC2)[C@H](C)CN([C@@H](C)CO)S3(=O)=O)cc1,-5.7,-5.8,3.5,/,-3.8,-4.8,-0.4,20.5
COc1ccc(-c2cnc3c(c2)C(=O)N([C@H](C)CO)C[C@@H](C)[C@@H](CN(C)C(=O)C2CCOCC2)O3)cc1,-0.1,1.0,0.6,-8.5,-7.1,15.3,-1.1,-4.3
CN(C)C(=O)c1cccc(-c2ccc([C@@H]3[C@@H](CO)N4C(=O)CN(C(=O)Cc5ccccc5)C[C@H]34)cc2)c1,-1.7,4.2,-2.3,-1.8,/,3.1,0.2,0.1
CC(C)c1nc(Cl)c(C#N)c2c1CCC2,2.6,-10.6,3.4,-16.6,-3.8,11.3,0.0,-6.1
CC(=O)Nc1ccc(NC(=S)NC(=O)C2CC2)cc1,8.3,-0.6,0.3,-48.2,8.1,8.0,0.0,/
Cc1ccc(C(CC(=O)N2CCCC2)c2ccccc2)c(O)c1 (stereo not drawn),4.6,4.6,-3.9,-6.5,7.4,0.9,-0.1,-17.1
Cc1noc(C)c1S(=O)(=O)N(C)C[C@@H]1OCCCC[C@H](C)Oc2ccc(NC(=O)NC3CCCCC3)cc2C(=O)N([C@H](C)CO)C[C@@H]1C,8.4,12.9,0.7,17.0,-4.3,-13.8,0.0,5.9
C[C@@H]1CN([C@@H](C)CO)C(=O)c2cc(NC(=O)c3ccncc3)ccc2O[C@@H](C)CCCCO[C@@H]1CN(C)S(=O)(=O)c1cccs1,0.7,0.1,2.2,-7.3,4.6,-3.3,0.2,-0.5
CCS(=O)(=O)NCC[C@H]1CC[C@H](NS(=O)(=O)c2cccc(Cl)c2)[C@H](CO)O1,-2.1,3.9,-1.9,-5.2,7.4,-8.6,-0.1,0.8
CCOC(=O)c1ccccc1C(=O)N1CCOCCOCCOCC1,-1.4,-1.9,/,27.3,/,-1.1,0.1,3.7
COc1ccc(CN(C)C[C@H]2OCCCC[C@@H](C)Oc3ccc(NS(=O)(=O)c4ccc(C)cc4)cc3C(=O)N([C@H](C)CO)C[C@H]2C)cc1,1.5,1.7,-2.0,-3.5,-5.4,-32.3,-1.1,59.3*
Cc1ccc(S(=O)(=O)Nc2ccc3c(c2)CC(=O)N([C@H](C)CO)C[C@H](C)[C@@H](CN(C)Cc2ccncc2)O3)cc1,-2.1,1.1,-0.7,19.4,-9.6,-6.9,0.0,8.1
CCN1CCN(S(=O)(=O)c2ccc(OC)cc2)CC1,3.5,6.8,0.7,-9.3,-4.4,-1.9,0.0,12.2
CCn1c(SCC(=O)NC(C)C(C)C)nc2cc(S(=O)(=O)N3CCOCC3)ccc21 (stereo not drawn),-4.0,4.4,1.6,0.9,-0.2,6.5,0.0,2.2
C[C@@H]1CCCCO[C@H](CN(C)S(=O)(=O)c2ccc(F)cc2)[C@H](C)CN([C@@H](C)CO)C(=O)c2cc(NC(=O)Nc3cccc4ccccc34)ccc2O1,2.5,5.1,-0.8,34.3,12.8,-4.0,0.3,5.6
COc1ccc(NC(=O)N(C)C[C@H]2Oc3ccc(NC(=O)Nc4ccc(F)cc4)cc3CC(=O)N([C@@H](C)CO)C[C@H]2C)cc1,3.7,0.4,-1.1,/,-6.6,8.0,-0.5,40.5
Cc1ccccc1NC(=O)c1cccc2c1C(=O)N(C1CCCCC1)C2,7.2,/,0.8,-9.4,-0.4,15.1,0.1,/
Cc1onc(-c2ccccc2Cl)c1C(=O)NC(=S)Nc1ccccc1F,5.2,5.3,4.4,-27.9,/,8.4,0.2,0.8
O=C(CCN1C(=O)/C(=C/c2ccccc2Cl)SC1=S)Nc1cccnc1,0.3,9.7,-1.5,-20.5,-2.7,11.2,0.1,4.7
OC1COC(c2ccccc2)OC1C(O)C1OC(c2ccccc2)OCC1O (stereo not drawn),7.1,-3.9,-0.1,-6.7,-9.2,11.4,0.3,-4.8

# The results go on.
SMILES,DENV2 CPE rescue,ERp5 inh,CFTR F508del cor,PAX8 reporter,ARNT-TACC3 inh,GSIS activator,XiGFP reactiv,EWS-Fli block
CCN(CC(=O)NC1CCS(=O)(=O)C1)S(=O)(=O)c1ccc(C)c(C)c1 (stereo not drawn),/,/,/,8.3,-5.9,19.4,-0.1,/
C[C@H](CO)N1C[C@H](C)[C@@H](CN(C)Cc2ccc(Cl)c(Cl)c2)Oc2ccc(NC(=O)Nc3ccc(F)cc3)cc2C1=O,-5.9,-1.1,-0.2,9.3,/,-23.9,0.5,-9.9
CC(=O)N1CCc2ccc(S(=O)(=O)N3CCc4ccccc43)cc21,-0.7,-8.0,1.1,16.7,-4.5,-7.6,-0.9,18.1
O=C(Nc1ccccc1)N(CCCN1CCOCC1)Cc1cccs1,-0.8,3.3,-1.5,15.3,-1.3,-0.7,0.1,-4.4
Cc1ccc(Cn2cc(S(=O)(=O)c3ccc(Cl)cc3)c(=O)c3cc(F)ccc32)cc1,/,/,/,-6.8,-9.5,-35.3,0.0,/
COc1ccccc1C(=O)Nc1ccnn1C1CCN(C(C)CSC)CC1 (stereo not drawn),1.6,-5.0,-1.9,3.4,-0.8,19.6,0.3,/
CCCCc1nnc(NC(=O)COC)s1,2.1,-1.0,-0.8,-8.4,-4.9,6.4,-0.4,-4.2
Cc1cccc(-c2ccc([C@H]3[C@@H](CO)N4C(=O)CN(C(=O)c5cccnc5)C[C@H]34)cc2)c1,3.2,0.7,-0.3,-22.1,/,-2.9,0.0,2.4
C[C@@H]1CN([C@H](C)CO)C(=O)c2cc(/C=C/c3ccccc3)cnc2O[C@@H]1CN(C)Cc1ccccc1,-1.8,-0.8,-5.4,/,10.1,-15.6,0.0,-2.2
C[C@H]1CN([C@@H](C)CO)C(=O)c2cc(NC(=O)Nc3cccc4ccccc34)ccc2O[C@@H]1CN(C)S(=O)(=O)c1cn(C)cn1,2.1,-0.5,2.1,/,-4.3,23.1,0.5,-1.0
C=CCn1c(SCC(=O)Nc2ccccc2C)nc(O)cc1=O,-5.3,0.5,0.6,13.1,-1.5,-2.0,0.0,/
CCNC(=O)N1CCN(c2ccc(N3CCN(C(=O)NCC)[C@@H](C)C3)c(C)c2)[C@H](C)C1,5.3,2.3,-2.7,-3.1,/,/,-0.1,-1.0
CCN(CC)C(=O)c1cccc(-c2csc(C(O)c3ccccc3)n2)c1 (stereo not drawn),5.1,6.2,-1.1,22.0,/,1.2,0.0,1.9
O=C(Nc1cccc(C(F)(F)F)c1)Nc1ccon1,-2.3,-9.9,2.6,-4.0,-0.9,4.2,0.3,-3.8
c1csc(CN2CCOCC2)c1,-5.5,-1.8,0.9,/,26.8,0.7,/,1.5
O=C1CN(C(=O)CN2C(=O)NC(c3ccccc3)(c3ccccc3)C2=O)c2ccccc2N1,1.1,-2.7,-0.6,7.1,-7.7,-40.1,0.2,-1.6
CSc1ccc(CNC(=O)c2c(C)noc2C)s1,-3.8,-5.7,2.2,0.0,8.3,/,0.0,4.1
N#Cc1ccc(-c2ccc(C3[C@@H]4CN(C(=O)Cc5ccccc5)C[C@H]3N4)cc2)cc1 (stereo partly drawn),?,/,1.0&5.7,-12.0&32.0,/,-23.4&3.0,0.1&0.0,-8.3&4.1
CNC[C@H]1Oc2ccc(NC(=O)C3CC3)cc2C(=O)N([C@@H](C)CO)C[C@@H]1C,4.7,5.1,-0.6,-10.4,-3.3,10.2,0.1,-3.4
O=C(O)CCc1nnc2n(Cc3ccc(F)cc3)c(=O)c3ccccc3n12,1.6,-3.0,-4.4,-31.8,-2.5,18.9,0.3,-1.3
COc1cccc(/C=C/C(=O)c2ccc3c(c2)OCCO3)c1OC,8.5,4.0,-6.4,-143.7,36.9,10.1,0.2,-106.6
Cc1cccc(C(=O)N[C@H](C(=O)Nc2ccc(S(=O)(=O)NC3=NCCCCC3)cc2)C(C)C)c1,-3.0,-42.9,-0.4,8.6,3.0,-16.0,0.1,20.8
Cc1cc2occ(CC(=O)NNC(=O)c3ccccc3F)c2cc1C,1.2,7.3,0.1,-1.2,-1.5,4.5,0.3,/
Cc1ccccc1CNc1ncnc2cc(Cl)ccc12,-3.4,0.3,1.5,22.0,-5.6,/,0.1,6.4
O=C(c1ccccc1)C1CCN(C(=O)c2ccco2)CC1,-6.5,0.1,-0.4,-6.4,-5.6,-11.4,0.0,-6.5

# Further entries:
SMILES,DENV2 CPE rescue,ERp5 inh,CFTR F508del cor,PAX8 reporter,ARNT-TACC3 inh,GSIS activator,XiGFP reactiv,EWS-Fli block
COc1ccc(NS(=O)(=O)c2ccc3c(c2)[C@H]2C=CC[C@H]2[C@@H](c2ccc(C(=O)O)cc2)N3)cc1,1.5,-2.9,-3.3,-4.7,16.4,-24.0,0.0,-4.6
Cc1ccc(-c2nnn(CC(=O)N(c3ccccc3F)C(C(=O)NC3CCCC3)c3ccncc3)n2)o1 (stereo not drawn),-1.9,9.3,-1.3,19.1,-5.0,12.4,0.3,7.0
C[C@@H]1CCCCO[C@@H](CN(C)C(=O)c2ccccc2)[C@@H](C)CN([C@H](C)CO)C(=O)c2cc(NC(=O)Nc3cccc4ccccc34)ccc2O1,5.9,-0.6,-0.5,/,1.7,9.0,0.0,-6.7
Cc1cc(NC(=O)CSc2nc3c(cc2C#N)CCCC3)no1,/,/,/,-191.5,-1.1,4.4,0.6,/
COc1ccc(C(CNC(=O)COc2cc(C)ccc2Cl)N2CCCCC2)cc1 (stereo not drawn),37.2*,11.6,-8.2,5.6,-4.6,5.1,0.0,4.3
COc1ccccc1OCc1ccc(C(=O)c2ccccc2)cc1,-5.6,-1.3,0.0,-29.7,0.5,-3.5,0.2,-53.0
Fc1ccc(NC(=S)N2CCc3ccccc3C2)c(F)c1,-4.3,-3.5,1.9,-14.3,-0.4,22.5,0.2,-3.5
Clc1cccc(CN2CCCCCCC2)c1Cl,-4.0,9.2,/,9.7,-6.0,7.8,-0.1,-1.6
Cc1noc(C)c1S(=O)(=O)N(C)C[C@H]1Oc2c(NC(=O)c3ccc(-c4nccs4)cc3)cccc2C(=O)N([C@H](C)CO)C[C@H]1C,-0.4,-4.1,1.7,/,4.1,-14.1,0.2,8.0
CCOc1ccc(CCN2C(=S)N([C@@H](Cc3ccc(O)cc3)CN3CCC[C@@H]3CN3C(=S)NC[C@@H]3CC(C)C)C[C@@H]2CC(C)C)cc1,21.9*,7.6,5.3,30.5,/,-7.8,0.8,15.9
